Chronic BCR inh = inhibitors of chronic active B-cell receptor signaling; ABC-DLBCL IkBa-CBG/CBR reporter, luminescence ratio, 4 h; Potency, µM (titrated, usually from 46.1 µM), for inactives: at the top dose ratio change, negative = lower green/red ratio, most hits filed as inhibitors; 340,000 compounds, 0.05% hits; active means well fitted inhibition curve with a large enough effect in the signal ratio, with a control signal flat, not every such curve was filed as active; inconclusive means small, poorly fitted or top-dose-only effect, or effect the other way, or a change in a side signal; the % refers to the signal ratio;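 further: potency means the concentration at half of the fitted maximal effect; plate controls were basal doxycycline-induced cells for no effect and cells given 10 µM MG132 for full effect; MG132 reads +100%, hits lower the ratio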
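Doxycycline induced both beetle luciferases in TMD8 lymphoma cells; IKK-driven degradation limits the IkappaBalpha-fused green signal, while red luminescence normalises for cell number and nonspecific effects. Compounds tested up to 46 uM, 4 hrs.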
uPA generation = cell surface uPA generation inhibition; 330,000 compounds, 0.31% hits; cell surface uPA generation assay, qHTS; Potency, µM (series often up to 38.3 µM), for inactives: top-dose activity change, negative = inhibition, actives largely listed as inhibitors; active means well fitted inhibition curve with a large enough effect; inconclusive means small, poorly fitted or top-dose-only effect; inactive means no such curve, though single readings can be large or run the other way; tested in mouse RAW 264.7 cells; further: potency means the concentration at half of the fitted maximal effect; on the % scale 0 is the no-effect control and ±100 the full control effect; nearly all actives have a fitted effect of over 55% in size
TCR act = activates T cell receptor signaling. primary human leukocytes, anti-CD3, IL-2 HTRF, 48 h. Potency, µM (doses to about 9.22 µM), inactives show top-dose activation of IL-2 secretion, most hits filed as activators. 330,000 tested, under 10 active; further: % of control where 0% means no effect
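48 hr co-incubation of compounds, a-CD3 beads and primary human leukocytes; IL-2 quantified homogeneously by HTRF with anti-IL-2 K and d2 conjugates.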
USP2a inh = blocks human ubiquitin-specific protease USP2a; USP2 core, Ub-CHOP2 coupled fluorogenic reporter, 485/531; Potency, µM (doses to about 38.3 µM), without a hit: at the highest dose activity change, negative = inhibition, actives largely listed as inhibitors; 330,000 compounds, 0.01% hits;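 further: potency means the concentration at half of the fitted maximal effect; plate controls were DMSO wells for no effect and full inhibition by NEM control for full effect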
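USP2 core (10nM final) preincubated 30min RT with compound in 20mM Tris-HCl pH 8.0, 2mM CaCl2, 2mM beta-mercaptoethanol, 0.05% CHAPS; 25nM Ub-CHOP2 plus 25nM reporter substrate added, fluorescence (Ex485/Em531) read after 60min.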
Tb PFK block = blocks T. brucei phosphofructokinase | O15648 | T. brucei PFK, ADP-Glo luminescence | Potency, µM (titrated, usually from 57.5 µM), without a hit: at the highest dose activity, negative = inhibition, most hits filed as inhibitors | 330,000 compounds, 0.17% hits;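 further: potency means the concentration at half of the fitted maximal effect; 0% = uninhibited 1x PFK enzyme wells and -100% = no-enzyme wells; nearly all actives have a fitted effect of over 60% in size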
Target sequence (O15648 whole entry, looked up): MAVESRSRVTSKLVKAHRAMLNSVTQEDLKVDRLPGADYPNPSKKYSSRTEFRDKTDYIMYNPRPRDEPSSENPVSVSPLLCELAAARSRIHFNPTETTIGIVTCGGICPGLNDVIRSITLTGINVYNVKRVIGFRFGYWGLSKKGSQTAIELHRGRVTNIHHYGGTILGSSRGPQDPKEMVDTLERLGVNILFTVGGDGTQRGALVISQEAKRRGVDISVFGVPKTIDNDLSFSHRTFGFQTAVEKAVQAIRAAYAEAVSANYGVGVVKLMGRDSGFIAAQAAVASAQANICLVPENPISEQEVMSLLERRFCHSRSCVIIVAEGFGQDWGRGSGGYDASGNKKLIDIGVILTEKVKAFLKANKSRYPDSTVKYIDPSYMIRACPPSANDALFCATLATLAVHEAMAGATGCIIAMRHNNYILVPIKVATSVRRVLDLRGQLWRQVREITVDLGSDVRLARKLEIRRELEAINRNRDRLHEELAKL
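Compounds were pin-transferred as a titration series up to 57 uM into substrate buffer (0.5 mM F6P, 0.1 mM ATP, pH 8.0), then 1.25 nM PFK was added and reactions ran 45 min before ADP-Glo detection.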
ELG1 repair inh = blocks ELG1-dependent DNA repair in HEK293T cells. HEK293T ELG1-luciferase reporter, luminescence, 16 h; DNA damage induced by 5-fluorouridine. Potency, µM (top dose mostly 46.1 µM), inactives show at the highest dose activity change, negative = inhibition, hits mostly inhibitors. 330,000 compounds, 2.3% hits. AID 504467; further: potency means the concentration at half of the fitted maximal effect; on the % scale 0 is the no-effect control and ±100 the full control effect; nearly all actives have a fitted effect of over 55% in size
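In this reporter screen, reduction of luminescence relative to DMSO vehicle indicated activity. Compounds and 5-fluorouridine were added together to 2,000 cells per well, incubated for 16 hr at 37 °C, then developed with ONE-Glo.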
Mito fusion act = blocks mitochondrial division or promotes mitochondrial fusion; S. cerevisiae fusion-defective mutant growth rescue, CellTiterGlo 48 h; Potency, µM (series often up to 46.1 µM), for inactives: at the highest dose growth rescue (activation), most hits filed as activators; 320,000 compounds, 0.23% hits;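 further: potency means the concentration at half of the fitted maximal effect; % of control where 0% means no effect; nearly all actives have a fitted effect of over 45% in size; temperature-sensitive fusion mutants such as fzo1-1 at 37 °C on non-fermentable ethanol glycerol medium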
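Yeast fusion mutant, YPEG (non-fermentable carbon), compound, 48 h at 37C non-permissive; CellTiterGlo added, 10 min RT, luminescence read. Rescued growth = division inhibition.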
TSHR antagonist = antagonists of human thyroid stimulating hormone receptor. P16473. activity change, negative = inhibition, % at 11.5 µM. TSHR-expressing cells, TSH-stimulated cAMP HTRF, 2 h; hits give low values. AID 504810. 330,000 compounds, 0.2% hits;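 active means activity change below a set negative limit, meaning inhibition stronger than a set level, cut at about -70% in these data; inconclusive means activity change between two set negative limits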; further: on the % scale 0 is the no-effect control and ±100 the full control effect
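Freshly harvested TSHR cells receive pin-tooled compound, then EC80 TSH at 4nM final. After 2 hours at 37 deg C, antibody in lysis buffer and cAMP-d2 are added; 30 minutes at ambient temperature precede the HTRF read.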
TSG101-PTAP inh = blocks PTAP/TSG101 interaction to inhibit HIV-1 budding; 340,000 tested, under 10 active; Q99816; Fluorescence polarization, FITC-PTAP peptide / Tsg101 binding; Potency, µM (titrated, usually from 115 µM), inactives show at the highest dose activity change, negative = inhibition, actives largely listed as inhibitors; active means well fitted inhibition curve with a large enough effect in the main read-out, with a control signal flat, not every such curve was filed as active; inconclusive means small, poorly fitted or top-dose-only effect, or effect the other way, or a change in a side signal; inactive means no such curve, though single readings can be large or run the other way; further: potency means the concentration at half of the fitted maximal effect; % of control where 0% means no effect
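Compounds were pin-transferred onto Tsg101 binding domain (10 uM final) in HEPES pH 7.5 buffer, then FITC-PTAP peptide was added at 50 nM final. After 20 min at RT, polarization reported peptide displacement across a qHTS concentration series.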
B2AR arrestin = agonists driving beta-arrestin recruitment to human beta2-adrenergic receptor. Potency, µM (top dose mostly 46.1 µM), inactives show at the highest dose activation, actives largely listed as activators. 330,000 compounds, 0.02% hits. beta-arrestin recruitment to beta2AR, cell-based reporter;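 further: potency means the concentration at half of the fitted maximal effect; 0% = DMSO controls and full agonism = EC100 isoproterenol or metaproterenol; nearly all actives have a fitted effect of over 65% in size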
Target sequence (P07550 whole entry, looked up): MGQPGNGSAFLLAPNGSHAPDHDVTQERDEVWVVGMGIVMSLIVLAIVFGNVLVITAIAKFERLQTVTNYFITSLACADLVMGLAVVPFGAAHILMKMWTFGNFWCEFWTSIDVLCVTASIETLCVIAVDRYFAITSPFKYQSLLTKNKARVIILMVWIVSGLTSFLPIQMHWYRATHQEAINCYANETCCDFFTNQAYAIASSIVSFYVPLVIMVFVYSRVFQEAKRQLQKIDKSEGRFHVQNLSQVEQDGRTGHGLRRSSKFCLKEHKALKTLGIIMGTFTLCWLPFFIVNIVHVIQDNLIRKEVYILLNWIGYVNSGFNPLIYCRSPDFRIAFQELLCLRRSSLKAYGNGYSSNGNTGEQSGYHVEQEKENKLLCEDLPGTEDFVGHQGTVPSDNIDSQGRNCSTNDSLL
Eya2 phos inh = inhibitors of human Eya2 phosphatase activity; O00167; recombinant Eya2, OMFP fluorescence dephosphorylation (OMFP is methylfluorescein phosphate); Potency, µM (titrated, usually from 76.9 µM), without a hit: top-dose activity, negative = inhibition, most hits filed as inhibitors; 330,000 compounds, 0.006% hits; AID 488837; further: potency means the concentration at half of the fitted maximal effect; on the % scale 0 is the no-effect control and ±100 the full control effect
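Eya2 (0.2 uM) preincubated 10 min at ambient with compound, then OMFP substrate added at 50 uM; 10 min reaction in 50 mM HEPES pH 7.5, 50 mM NaCl, 5 uM MgCl2, 0.05% BSA, 1 mM DTT. Fluorescence read at Ex 485/Em 525 nm.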
The depositor's hits bear a star; ? = inconclusive; . = not tested or not shown; [ ] = remark or other dose. Unless noted, the call rests on the fitted dose curve; in most records, active means well fitted curve in the direction sought with a large enough effect; inconclusive means small, poorly fitted or top-dose-only effect, or another doubt; inactive means no such curve, though single readings can be large; an effect the other way counts as inactive or inconclusive.

SMILES	Chronic BCR inh	uPA generation	TCR act	USP2a inh	Tb PFK block	ELG1 repair inh	Mito fusion act	TSHR antagonist	TSG101-PTAP inh	B2AR arrestin	Eya2 phos inh
COc1ccc(-c2nnn(Cc3nc(N)nc(N4CCCCC4)n3)n2)cc1	?	3%	2%	0%	0%	?	?	35	-8%	0.1%	8%
CCCNC(=O)Cn1c(=O)cnc2ccccc21	10%	6%	4%[46.1 µM]	3%	1%	0%	-3%	1	-3%	-0.8%	-1%
O=C(COC(=O)c1ccc([N+](=O)[O-])o1)Nc1ccc(Br)cc1F	0%	-15%	-3%	3%	-1%	2%	.	.	-7%	-0.1%	2%
O=C(CCNC(=O)c1ccco1)Nc1ccccc1N1CCOCC1	1%	3%	-1%	7%	-7%	14%	-5%	9	-2%	-0.3%	17%
COc1ccc(CC(=O)Nc2c3c(nn2-c2cccc(C)c2C)CS(=O)(=O)C3)cc1	5%	.	-14%	3%	3%	12%	-5%	-2	1%	-0.1%	3%
Cc1ccc(S(=O)(=O)c2nc(S(=O)(=O)CCO)sc2N2CCOCC2)cc1	-14%	-3%	5%	4%	0%	-7%	5%	10	1%	0.2%	-3%
CSCCC(NC(=O)c1ccc([N+](=O)[O-])cc1Cl)C(=O)OCC(=O)NC1CCCC(C)C1C (configuration not stated)	-4%	0%	4%[46.1 µM]	0%	0%	9%	-7%	0	-1%	0.2%	-3%
Cc1c(Cl)cccc1NC(=S)NC1CCCC1	-6%	-2%	-6%	-2%	1%	-20%	-18%	6	-1%	0.5%	2%
CN(C(=O)n1cnc2ccccc21)c1ccccc1	?	2%	-6%[46.1 µM]	3%	3%	-1%	-4%	16	-3%	-1.1%	0%
CCn1cc(CCC(=O)NCCN2CCOCC2)c2ccccc21	?	-3%	2%	4%	1%	7%	-2%	-1	-1%	0.1%	7%
O=C(c1ccco1)N1CCc2ccccc21	?	3%	6%	0%	-7%	?	0%	-1	1%	0.0%	3%
CCOC(=O)c1csc(Nc2nc3ccc(F)cc3s2)n1	?	-6%	7%	-1%	0%	?	0%	7	-5%	-0.3%	12%
O=C(O)COc1cccc2nsnc12	6%	3%	1%	2%	5%	-5%	2%	4	-5%	0.1%	14%[15.4 µM]
C=CCn1nnc2sc3c(c2c1=O)CCC(C)C3 (configuration not stated)	?	1%	5%	2%	-11%	?	0%	17	-6%	-0.3%	3%
COC(=O)C(CCSC)NC(=O)CNS(=O)(=O)c1ccc(Cl)cc1 (configuration not stated)	0%	0%	0%	-1%	-1%	?	0%	16	-1%	0.1%	-3%
CN1C(=CC=C2C=C(I)C(=O)C(I)=C2)C(C)(C)c2ccccc21	10%	-1%	-6%	-1%	-9%	?	-6%	-2	?	-0.6%	-11%
O=C(OCC(=O)N1CCOCC1)c1ccccc1O	-11%	1%	-5%	-1%	0%	?	-4%	-13	3%	-0.1%	6%
CC(=O)N1N=C2c3ccccc3CCC2C1c1ccc(F)cc1 (configuration not stated)	0%	-4%	-7%	4%	0%	?	9%	-5	-1%	0.1%	-2%
OCc1cc(-c2ccc(Cl)c(Cl)c2)on1	?	-5%	-3%	3%	0%	-8%	5%	-2	0%	-0.1%	-22%
Cc1c(C(=O)NCc2ccccc2CN2CCCC2)oc2ccccc12	3%	-5%	0%	-3%	-7%	0%	-2%	2	-7%	0.1%	-10%
COc1ccc(NCc2nc3ccccc3n2CCOc2ccccc2)cc1	?	-8%	-3%	1%	0%	?	4%	-10	-2%	0.1%	-21%
Cc1c(-c2ccnc3cc(C(=O)O)nn23)cnn1C	2%	-7%	-4%	3%	-30%	-7%	4%	-6	-3%	0.0%	-4%
C=CCn1c(O)c(N=NC(=S)Nc2ccccc2C)c2cc(S(=O)(=O)N3CCOCC3)ccc21	?	-7%	2%	-2%	10%	9%	1%	2	-7%	?	17%
Cc1cc(C)n(C(=O)CN(C)S(=O)(=O)c2ccc([N+](=O)[O-])cc2)n1	0%	5%	-3%	-1%	1%	9%	5%	-4	-6%	0.7%	-6%
Cc1n[nH]c(C)c1S(=O)(=O)N1CCOCC1	-6%	1%	-6%	-6%	0%	10%	4%	-3	2%	-0.1%	-10%
COC(=O)c1ccc2c(=O)sc(N3CCC(C(N)=O)CC3)nc2c1	8%	2%	2%	1%	1%	12%	-1%	-17	-8%	-0.3%	8%
C/C(CCc1ccccc1)=N\NC(=O)c1ccccc1[N+](=O)[O-]	?	9%	-2%[46.1 µM]	-1%	-1%	12%	-5%	4	-2%	-1.5%	5%
Cc1nc(-c2ccc(S(=O)(=O)N3CCN(c4cccc(C)c4C)CC3)cc2)co1	?	1%	0%	-6%	0%	?	-26%	-24	-3%	-1.0%	-4%
COc1cccc(C2CC(c3ccc(Cl)cc3)n3nc(N)nc3N2)c1 (configuration not stated)	2%	0%	-4%	1%	-4%	12%	0%	6	-1%	0.2%	9%
O=C(c1ccc(OC2CCN(CCO)CC2)cc1)N1CCCC1	-1%	-1%	5%	-2%	-3%	-14%	4%	5	-2%	-1.3%	-1%
O=C(Nc1ccc(N2CCOCC2)cc1)c1cnsn1	.	?	-2%	-1%	-7%	?	-1%	-8	-8%	-1.6%	10%
CSc1cccc(NC(=O)CCCn2c(=O)c3cccn3c3cccnc32)c1	-1%	7%	9%	0%	-2%	4%	3%	-3	0%	-1.0%	-2%
Nc1nc(SCc2cccc([N+](=O)[O-])c2)n[nH]1	6%	-2%	8%	2%	-7%	7%	14%	0	-2%	0.3%	-2%
C/C(=N\NC(=O)c1nc2ccccn2c1C)c1ccco1	8%	.	-6%	1%	-1%	?	1%	3	0%	0.3%	13%
CCN(CC)C(=O)C1=C(C)NC(=S)NC1c1ccc(C)s1 (configuration not stated)	7%	3%	11%	0%	1%	4%	-11%	-14	-2%	0.3%	2%
O=C(NCCCn1ccnc1)/C(=C/c1cccs1)NC(=O)c1ccco1	?	3%	-2%	-2%	1%	-7%	-4%	13	-2%	0.1%	-4%
O=C1CN(O)C=C2N=c3ccccc3=C2N1c1ccc([N+](=O)[O-])cc1	-9%	6%	1%	-2%	5%	-10%	1%	-6	-2%	0.1%	-20%
O=C(NCc1ccco1)/C(=C\c1ccccc1)NC(=O)c1ccccc1	0%	2%	0%	1%	2%	-1%	-2%	9	-8%	0.5%	2%
COc1ccc(/C=C/c2nnc(NC(=O)C(C)(C)C)s2)cc1	-21%	5%	-2%	0%	0%	6%	2%	-3	-1%	-1.0%	-27%
COC(=O)Cc1ccc(NC(=S)NCc2ccccc2)cc1	1%	-6%	-4%[46.1 µM]	3%	-4%	18%	-9%	4	0%	-0.8%	6%
Cn1c(CNC(=O)c2ccc(Cl)cc2)nnc1SCC(=O)N1CCOCC1	0%	-8%	3%	1%	-2%	26%	-8%	4	-5%	0.2%	6%
Cc1cc(Nc2ccc(Cl)cc2)n2ncnc2n1	-2%	22%	-4%	1%	2%	12%	-3%	-14	-7%	0.2%	5%
O=c1cc(-c2ccc(O)c(-c3c(O)cc(O)c4c(=O)cc(-c5ccc(O)cc5)oc34)c2)oc2cc(O)cc(O)c12	0%	7%	-2%	0%	-4%	9%	-1%	-12	-7%	0.5%	2%
COc1cc(NC(=O)COc2ccc(Cl)cc2)ccc1-c1cc2ccccc2oc1=O	-10%	-8%	-2%[46.1 µM]	4%	-3%	?	-1%	-23	1%	0.4%	-1%
CCOC(=O)CSc1[nH]c(=O)cc(C)c1C#N	?	1%	-3%	0%	0%	9%	1%	6	-5%	0.0%	7%
Cc1ccc(CCNC(=O)c2cccc(N3CCCC3=O)c2)cc1	-10%	-15%	-9%	1%	-5%	?	-3%	6	-2%	0.4%	7%
CCC(=O)Nc1ccc(C(=O)NNC(=O)c2ccc(Cl)cc2)cc1	2%	3%	.	-1%	-26%	11%	0%	27	-1%	-1.1%	6%
COCCCNC(=S)Nc1ccc(OC(F)F)cc1C	-2%	-5%	-10%	2%	1%	-2%	-7%	-14	0%	-0.1%	9%
CC1=NN(c2nc(-c3ccc(C)cc3)cs2)C(=O)C1N=Nc1cccc(O)c1 (configuration not stated)	3%	1%	11%	1%	14%	-15%	-6%	-7	0%	0.3%	-3%

Source: PubChem BioAssay
